Screens deposited in PubChem BioAssay by several laboratories.
Yeast growth inh – reduces growth of yeast BB579 in restrictive medium; AID 804; S. cerevisiae BB579 growth, OD615, 48 h; 140,000 tested, 0.51% active; inhibition, % at 10 µM;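 active means inhibition above a set limit, 3 SD over the mean compound inhibition, cut at about 44% in these data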; further: inactives centre near -24
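Assay system: S. cerevisiae DeaD strain BB579 yeast. Medium: CSMM-D restrictive synthetic medium containing dextrose (glucose). Times: 4 h cell preincubation, 48 h compound exposure, 30 °C humidified. Signal: OD615 turbidity measurement. Benchmarks: positive control amphotericin B 10 µg/mL.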
NPY-Y2 antag – NPY-Y2 (human) receptor antagonism; P49146; 140,000 tested, 0.99% active; inhibition, % at 2.7 µM; NPY-Y2 expressing cells, antagonist mode; AID 793; in the data active means inhibition above about 17%;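 further: 0% = vehicle with agonist challenge and 100% = reference antagonist with challenge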
Target sequence (P49146 whole entry, looked up): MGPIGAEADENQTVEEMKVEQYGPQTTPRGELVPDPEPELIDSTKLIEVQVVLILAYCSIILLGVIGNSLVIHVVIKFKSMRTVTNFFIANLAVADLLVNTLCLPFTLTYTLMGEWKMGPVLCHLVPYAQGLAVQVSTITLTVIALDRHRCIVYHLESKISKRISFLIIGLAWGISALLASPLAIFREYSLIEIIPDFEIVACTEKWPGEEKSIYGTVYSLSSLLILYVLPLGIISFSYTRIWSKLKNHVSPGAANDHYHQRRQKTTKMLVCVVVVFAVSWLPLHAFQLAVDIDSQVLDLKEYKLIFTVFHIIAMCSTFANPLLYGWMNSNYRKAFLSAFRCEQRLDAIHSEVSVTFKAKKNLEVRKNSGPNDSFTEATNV
Phagocytosis inh – macrophage phagocytosis inhibition. J774A.1 macrophage IgG-bead phagocytosis, imaging. inhibition, % at 5 µM. 110,000 tested, 0.07% active. AID 1029;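 active means inhibition above the mean of the plate negative controls plus 5 SD, cut at about 13% in these data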;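 further: phagocytic index as fraction of beads internalized from green versus red external bead signal; plate controls were DMSO negative control for no effect and cytochalasin-D positive control for full effect; some results beyond the cut were filed as inactive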
PTEN del growth – PTEN-deleted cell growth suppression | HCT116 PTEN-null viability, CellTiter-Glo, 60 h; hits give low values | viability, % at 10 µM | 140,000 tested, 1.2% active | AID 827;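 active means viability at or below a set limit, 4 SD under the median of all tested compounds, cut at about 3.7% in these data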;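 further: PTEN knockout HCT116 line with beta catenin targeted HCT116 as companion control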
MRP-1 activ – activators of MRP-1; 140,000 tested, 0.61% active; H69AR cells + doxorubicin, viability rescue, CellTiter-Glo; viability increase, % at 10 µM;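 active means viability gain under doxorubicin at or above a set limit, the compound median plus 3 SD, cut at about 4.7% in these data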;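 further: MRP-1 overexpressing cells given doxorubicin 25 µM after compound pretreatment; 18-22 h compound pretreatment then 72 h with doxorubicin before readout; 0% = doxorubicin-only wells and 100% = vehicle-treated cells without doxorubicin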
GALR2 antag – blocks the human galanin receptor 2; 140,000 tested, 0.39% active; AID 828; O43603; inhibition, % at 4 µM; GALR2-expressing cells, antagonist mode; in the data active means inhibition above about 27%;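 further: cells stimulated with galanin 1-16 at roughly its EC80; 0% = agonist challenge control and 100% = basal control without agonist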
Target sequence (O43603 whole entry, looked up): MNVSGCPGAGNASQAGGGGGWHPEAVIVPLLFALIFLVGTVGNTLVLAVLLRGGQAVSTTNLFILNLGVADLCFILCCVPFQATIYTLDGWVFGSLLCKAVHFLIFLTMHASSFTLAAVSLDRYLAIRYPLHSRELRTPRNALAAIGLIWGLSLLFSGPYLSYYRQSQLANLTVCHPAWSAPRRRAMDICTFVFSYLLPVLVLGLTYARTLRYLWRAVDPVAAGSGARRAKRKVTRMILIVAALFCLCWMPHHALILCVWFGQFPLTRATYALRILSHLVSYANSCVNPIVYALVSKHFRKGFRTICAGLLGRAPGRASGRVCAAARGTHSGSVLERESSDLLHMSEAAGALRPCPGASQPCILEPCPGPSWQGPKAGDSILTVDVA
Measles CPE – protection of cells from measles virus | AID 841 | protection (pct of control), % at 4 µM | Measles virus-infected cells, CPE protection, absorbance | 140,000 tested, 1.5% active; in the data active means protection mostly above about 24%, no sharp cut-off; inactive means mostly below about 26%; further: some compounds called inactive have numbers as strong as hits
Yeast life ext – yeast lifespan extension | S. cerevisiae growth with nicotinamide, OD615; deaD strain in restrictive glucose medium | inhibition of the nicotinamide effect, % at 10 µM | 130,000 tested, 0.68% active | AID 775;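 active means inhibition above a set limit, placed 3 SD over the median of all compounds, cut at about 26% in these data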;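 further: 0% = nicotinamide-treated wells and 100% = cells grown without nicotinamide; some compounds called inactive have numbers as strong as hits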
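Measured by: optical density (absorbance) at 615 nm; System: modified budding yeast, DeaD strain; Medium: restrictive CSMM-D dextrose medium; Timing: 4 h preincubation then 48 h treatment at 30 °C.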
E-sel TNF inh – TNF alpha driven E-selectin expression inhibition. HUVEC TNFa-induced E-selectin immunofluorescence, high content. 120,000 tested, 0.71% active. inhibition, % at 2 µM;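 active means inhibition above the batch mean plus 3 SD, and confirmed as a hit on visual image review, cut at about 43% in these data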;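 further: 0% = TNF-stimulated DMSO wells and 100% = unstimulated control wells; not every result past the cut was called active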
bCat KO growth – beta-catenin-lacking colon tumor cell growth suppression | HCT116 beta-catenin knockout viability, CellTiter-Glo, 60 h; hits give low values | viability, % at 10 µM | 140,000 tested, 1.5% active | AID 818;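 active means viability at or under a set limit, the compound median less 4 SD, cut at about 6% in these data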;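 further: 0% = Hyamine 1622 control at 20 µM and 100% = untreated cell control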
* marks the source's active call; other numbers are inactive results; nt = not tested or not shown. Outcome played no part in choosing rows, and some 6.2% of all compounds hit somewhere here.

nr	Molecule	Yeast growth inh	NPY-Y2 antag	Phagocytosis inh	PTEN del growth	MRP-1 activ
1	CCOC(=O)C(CC)/C(C)=N/NC(=O)c1ccc([N+](=O)[O-])cc1 (stereo not given)	-7	9	1	103	0.1
2	C/C(=N\NC(=O)c1nn(C)cc1Br)c1cccc(NC(=O)C(C)(C)C)c1	3	1	5	104	-2.6
3	Cn1nc(-c2ccc(N3CCOCC3)c(NS(=O)(=O)c3ccccc3)c2)c2ccccc2c1=O	-48	2	0	92	-1.5
4	COC(=O)CSc1nc2cc(Cl)ccc2c(=O)n1C1CCCC1	-6	2	0	88	0.8
5	CC(=O)Nc1ccc(S(=O)(=O)N(C)c2ccc(O)cc2)cc1	-17	1	1	101	-0.1
6	O=C(OCC(=O)c1ccc(Cl)s1)c1ccc2ccccc2n1	-10	1	-12	96	-3.5
7	COc1ccc(CNc2cc([N+](=O)[O-])ccc2OC)cc1	1	-1	nt	84	0.4
8	COc1ccc(NC2=NCCC(=O)N2Cc2cccs2)cc1	21	1	1	93	-2.8
9	O=C(CCc1ccccc1)Nc1cc2c(cc1Cl)OCCO2	-24	2	-3	80	-2.2
10	CN(CC(O)COc1c(F)cc(Br)cc1F)C1CCCCC1 (stereo not given)	10	6	-10	89	-3.0
11	COc1ccccc1CNC(=O)COC(=O)c1ccc(NC(N)=O)cc1	-37	1	0	103	-1.3
12	Cc1c(Cl)cccc1NC(=O)[C@@H](NC(=O)c1ccccc1Cl)C(C)C	-4	6	nt	48	-3.1
13	C/C(=N/NS(C)(=O)=O)c1ccc2ccccc2c1	-36	17*	5	97	-1.5
14	Cc1ccc2oc(=O)c3cnn(CC(=O)NCCC(C)C)c3c2c1	-41	4	-2	95	-2.9
15	O=C(NCCCN1CCOCC1)c1ccc(Cl)c(S(=O)(=O)N2CCCCCC2)c1	-5	-2	0	90	-0.8

nr	GALR2 antag	Measles CPE	Yeast life ext	E-sel TNF inh	bCat KO growth
1	-3	27	8	-43	81
2	11	3	-6	0	93
3	-3	12	-9	-4	96
4	3	2	-9	-6	98
5	-4	44*	8	7	86
6	-6	8	-4	2	92
7	-7	1	-9	41	90
8	2	3	0	17	97
9	1	7	-5	10	76
10	4	15	-1	nt	94
11	1	39	-6	-20	94
12	3	10	-1	11	77
13	3	10	-24	21	110
14	-2	2	8	-22	84
15	3	18	-11	nt	87

Quoted at random: 2 compounds from above.
nr	Molecule	Yeast growth inh	NPY-Y2 antag	Phagocytosis inh	PTEN del growth	MRP-1 activ
1	CCOC(=O)C(CC)/C(C)=N/NC(=O)c1ccc([N+](=O)[O-])cc1 (stereo not given)	-7	9	1	103	0.1
9	O=C(CCc1ccccc1)Nc1cc2c(cc1Cl)OCCO2	-24	2	-3	80	-2.2

nr	GALR2 antag	Measles CPE	Yeast life ext	E-sel TNF inh	bCat KO growth
1	-3	27	8	-43	81
9	1	7	-5	10	76

Values by screen from the list:
GALR2 antag, entries 9 to 15 → 1, 4, 1, 3, 3, -2, 3

Further results.
nr	Molecule	Yeast growth inh	NPY-Y2 antag	Phagocytosis inh	PTEN del growth	MRP-1 activ
16	CC(=O)Nc1nonc1NC(=O)c1ccc(C(C)(C)C)cc1	-26	2	-1	105	-0.3
17	CC(C)n1c(-c2ccc(C(C)(C)C)cc2)n[nH]c1=S	-27	7	1	86	-2.3
18	C=CCN1C(=O)/C(=C\c2ccc(Cl)cc2)N=C1SCC(=O)NC1CCCCC1	-34	1	0	67	-5.8
19	CCS(=O)(=O)Nc1ccc(-c2cc(-c3ccccc3)c3cc(C)ccc3n2)cc1	-41	1	-9	7	-5.8
20	Cn1c(=O)c2c(nc(Oc3ccc4c(c3)OCO4)n2Cc2ccc(Cl)cc2)n(C)c1=O	-79	2	-2	69	-2.3
21	CCOC(=O)c1c(CSC(=N)N)n(-c2ccc(Br)cc2)c2cc(Br)c(OC(C)=O)cc12	-62	26*	-2	1.6*	-4.5
22	O=C(/C=C/c1ccco1)N/C(=C\c1ccccc1)C(=O)NCCc1nc2ccccc2[nH]1	-3	0	nt	98	-2.3
23	O=C(CSc1ccc(-c2nc3ccccc3[nH]2)cn1)Nc1ccc(S(=O)(=O)N2CCCC2)cc1	-22	4	-3	79	-2.3
24	CCOC(=O)NC1C=CS(=O)(=O)C1 (stereo not given)	-4	7	1	101	1.2
25	O=C(c1cccs1)N1CCN(Cc2ccccc2[N+](=O)[O-])CC1	-19	2	-7	92	-1.4
26	Cc1ccc(-c2nc(CS(=O)CC(=O)N3CCN(c4ncccn4)CC3)c(C)o2)cc1 (stereo not given)	9	-1	0	91	-1.9
27	CCOC(=O)C1=c2/c(=C/c3ccccc3OC)c(N)c(C#N)n2C(=O)C(c2ccccc2OC)S1 (stereo not given)	-11	1	-1	nt	-2.7
28	O=C(CCSc1nnc2ccc3ccccc3n12)Nc1ccc(F)cc1	-24	7	1	96	0.7
29	CCOC(=O)c1c(Nc2ccccc2N)cc(C)nc1C	-38	2	6	92	-1.2
30	CCn1nc(C(=O)Nc2ccc(S(=O)(=O)Nc3nccs3)cc2)c2ccccc2c1=O	-24	-3	-2	103	-1.1

nr	GALR2 antag	Measles CPE	Yeast life ext	E-sel TNF inh	bCat KO growth
16	4	2	-25	1	103
17	-7	17	23	-8	88
18	9	12	-1	-29	90
19	-15	32	1	79*	19
20	-4	4	-2	7	100
21	-9	2	10	2	1.3*
22	-2	9	-7	12	99
23	15	5	-1	nt	74
24	1	10	-3	4	89
25	15	7	-2	nt	84
26	2	11	-4	nt	81
27	-1	4	2	11	20
28	1	14	-1	1	95
29	6	3	-8	-15	92
30	-3	23	-11	61*	92

Exported with two lines to a compound: entries from further up
Under each structure: Yeast growth inh | NPY-Y2 antag | Phagocytosis inh | PTEN del growth | MRP-1 activ | GALR2 antag | Measles CPE | Yeast life ext | E-sel TNF inh | bCat KO growth
20. Cn1c(=O)c2c(nc(Oc3ccc4c(c3)OCO4)n2Cc2ccc(Cl)cc2)n(C)c1=O
  -79 | 2 | -2 | 69 | -2.3 | -4 | 4 | -2 | 7 | 100
21. CCOC(=O)c1c(CSC(=N)N)n(-c2ccc(Br)cc2)c2cc(Br)c(OC(C)=O)cc12
  -62 | 26* | -2 | 1.6* | -4.5 | -9 | 2 | 10 | 2 | 1.3*

Complete entries as entered above. Order of screens: Yeast growth inh, NPY-Y2 antag, Phagocytosis inh, PTEN del growth, MRP-1 activ, GALR2 antag, Measles CPE, Yeast life ext, E-sel TNF inh, bCat KO growth
`CCOC(=O)c1c(CSC(=N)N)n(-c2ccc(Br)cc2)c2cc(Br)c(OC(C)=O)cc12` reads -62, 26*, -2, 1.6*, -4.5, -9, 2, 10, 2, 1.3*
`O=C(OCC(=O)c1ccc(Cl)s1)c1ccc2ccccc2n1` reads -10, 1, -12, 96, -3.5, -6, 8, -4, 2, 92

(next part)
nr	Molecule	Yeast growth inh	NPY-Y2 antag	Phagocytosis inh	PTEN del growth	MRP-1 activ
31	O=C(c1ccc2snnc2c1)N1CCN(c2ccccn2)CC1	-24	-1	0	89	-1.8
32	CC(C)c1ccc(N2C(=O)[C@@H]3Cc4ccccc4CN3C2=O)cc1	1	3	0	97	0.1
33	CCOC(=O)COc1ccccc1C1Nc2ccccc2C(=O)N1c1cccc(Cl)c1 (stereo not given)	-37	1	nt	88	0.0
34	Cc1nc(N2CCCCC2)c2ccsc2n1	-43	2	0	86	-2.5
35	C=CCn1c(C)c(C(C)=O)c(N2CCOCC2)nc1=S	-10	3	-2	111	-2.1
36	Cc1cc(C)nc(N2CCCC(C(=O)NCC(c3ccccc3)c3ccccc3)C2)n1 (stereo not given)	-21	4	nt	81	0.1
37	O=C(CSc1nnc(SCC(=O)NCc2ccc3c(c2)OCO3)s1)NCc1ccc2c(c1)OCO2	-37	1	0	103	-0.3
38	COc1ccc(C)cc1NC(=O)c1ccc(OC(F)F)cc1	-31	5	-3	84	-1.7
39	COc1cc(C)nc(NCc2ccccc2)n1	-26	-1	0	100	1.3
40	COc1cccc(OC)c1C(=O)Nc1ccc2c3c(cccc13)CC2	-17	4	0	83	0.8
41	Cc1nc2nc(C)n(-c3ccccc3)c2s1	-28	0	-2	91	-0.9
42	COCCCNC(=O)Cn1nnc(-c2ccc(NC(=O)c3ccccc3F)cc2)n1	-40	0	nt	92	1.5
43	CC(C)CCNC(=O)CCCOc1ccccc1	-24	5	-1	88	-2.1
44	Cc1cc(C(=O)N[C@H](c2ccccc2)[C@@]2(C)C[C@@H]2[C@@H](C)C(=O)Nc2ccc3ccccc3c2)no1	-30	10	nt	51	-3.1
45	Cc1ccc(-c2nc(C3CCCN(S(=O)(=O)c4ccc(C(C)(C)C)cc4)C3)no2)cc1 (stereo not given)	-76	4	0	102	-0.8
46	C(=N\c1nccs1)/Nc1nccs1	-20	-1	0	92	-0.6
47	Clc1ccc(Cc2ccccc2)nn1	-19	2	-2	98	-3.1
48	CCN(C(=O)Cn1c(=O)oc2ccccc21)c1cccc(C(F)(F)F)c1	-10	2	1	87	-2.6

nr	GALR2 antag	Measles CPE	Yeast life ext	E-sel TNF inh	bCat KO growth
31	-17	16	7	-23	103
32	-4	19	-1	12	90
33	0	20	-3	nt	89
34	-2	13	-3	12	82
35	-6	9	-6	-14	97
36	-21	7	nt	8	77
37	18	15	-9	9	101
38	6	9	-5	0	87
39	-3	1	-10	2	97
40	4	5	-22	30	91
41	9	22	-21	56	88
42	6	3	nt	-40	94
43	-1	45*	-10	2	99
44	1	3	0	nt	58
45	-3	11	0	nt	91
46	-10	14	-6	nt	102
47	7	13	4	11	91
48	-1	7	5	nt	98
